# CASP6 VEID inh: caspase-6 (human) enzyme inhibition; P55212; purified caspase-6, Z-VEID-R110 cleavage fluorescence; inhibition, % at 12.5 µM; actives 0.53% (n = 350,000);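 active = mean inhibition across replicates at least about 35%, with every replicate also reaching that limit, limit read from the data; inconclusive = only one of the two criteria met; inactive = neither criterion met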;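 also: 0% = median of neutral control wells and 100% = no fluorescence left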
# Target sequence (P55212 24-179 limits assumed): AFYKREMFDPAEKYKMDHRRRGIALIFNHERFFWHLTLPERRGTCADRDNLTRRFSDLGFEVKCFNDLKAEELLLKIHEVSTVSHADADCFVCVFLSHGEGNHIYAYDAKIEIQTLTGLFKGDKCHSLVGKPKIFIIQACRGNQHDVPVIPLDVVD
# Target sequence (P55212 194-293 limits assumed): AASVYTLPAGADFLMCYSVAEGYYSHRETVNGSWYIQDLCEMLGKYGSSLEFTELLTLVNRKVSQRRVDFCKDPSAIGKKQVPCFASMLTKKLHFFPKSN
# PAX8 inh HTS: lowers PAX8-driven luciferase in RMG-I cells; actives 1.2% (n = 360,000); AID 652154; RMG-I TPO-luciferase reporter, SteadyGlo, 24 h; inhibition, % at 12.6 µM;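 active = mean replicate inhibition at least 60% with every replicate also reaching 60%; inconclusive = only one of the two criteria is met; inactive = mean below 60% and not all replicates reaching 60%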;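 also: luciferase light reporting Pax8 driven TPO promoter activity; plate controls were median of neutral control wells for no effect and mitoxantrone controls for full effect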
# EWS-Fli inh: EWS/Fli transcriptional activity inhibition; inhibition, % at 12.6 µM; actives 0.67% (n = 350,000); A673 NR0B1-luciferase reporter, viability-normalised;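 active = mean inhibition of at least 50% after viability correction, with every replicate also passing that limit; inconclusive = mean reaches 50% but only one of two replicates passes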;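 also: firefly luciferase signal divided by Alamar Blue viability fluorescence both relative to DMSO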
# SIRT5 block: inhibitors of human sirtuin-5 desuccinylase | Purified SirT5, succinyl-peptide AMC, trypsin-coupled fluorescence | inhibition, % at 15 µM | actives 1.1% (n = 330,000) | AID 652115; in the data active = inhibition above about 15%; inconclusive = no clear call, values can overlap the other calls
# Target sequence (Q9NXA8 whole entry, looked up): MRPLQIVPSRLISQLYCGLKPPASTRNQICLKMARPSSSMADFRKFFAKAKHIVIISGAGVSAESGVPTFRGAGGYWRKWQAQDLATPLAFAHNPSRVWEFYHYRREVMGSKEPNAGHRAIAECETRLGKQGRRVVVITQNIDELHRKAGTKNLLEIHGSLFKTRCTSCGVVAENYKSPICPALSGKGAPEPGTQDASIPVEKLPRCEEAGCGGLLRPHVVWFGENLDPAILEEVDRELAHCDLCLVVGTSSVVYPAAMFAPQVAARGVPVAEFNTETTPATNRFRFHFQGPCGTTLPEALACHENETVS
# ARNT-TACC3 inh: disrupts binding between human ARNT and TACC3; Q9Y6A5; AlphaScreen His-ARNT PAS-B/GST-TACC3 binding, luminescence; TACC3 fragment carries E629A point mutation; inhibition, % at 9.99 µM; actives 0.66% (n = 390,000); AID 623870;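 active = mean inhibition of replicates at least 50% and at least half of replicates each reaching 50%; inconclusive = half or more replicates reach 50% but mean below 50%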;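 also: 0% = complete ARNT plus TACC3 wells and 100% = ARNT alone without TACC3; many hits fall short of the cut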
# DENV2 CPE: protects cells from dengue virus 2 cytopathic effect; DENV2-infected cells, cytopathic effect rescue, plate reader; CPE inhibition, % at 9.99 µM; actives 1.7% (n = 350,000); AID 651640; in the data active = CPE inhibition above about 20%, passing the limit was not always enough; inconclusive = no clear call, values can overlap the other calls; tested in BHK-21 cells;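 also: 0% = median of neutral control wells and 100% = median of positive control wells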
# LGR2 inh: Drosophila LGR2 receptor signaling inhibition | HEK293 LGR2, CRE-luciferase, bursicon-stimulated, 4 h | inhibition, % at 9.99 µM | actives 0.35% (n = 380,000) | AID 720647;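 active = drop in luminescence signal, shown as inhibition above about 50% in the replicate tests, limit read from the data, passing the limit was not always enough; inconclusive = probably only some replicates passing the limit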;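 also: agonist challenge used bursicon conditioned medium at about half maximal strength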
# Active calls of the source: *; ? = inconclusive; · = no result given. Compounds as they come, and some 4.9% of all compounds hit somewhere here.
mol	CASP6 VEID inh	PAX8 inh HTS	EWS-Fli inh	SIRT5 block	ARNT-TACC3 inh	DENV2 CPE	LGR2 inh
COc1ccc(S(=O)(=O)Nc2ccc3c(c2)C(=O)N([C@@H](C)CO)C[C@@H](C)[C@H](CN(C)CC2CC2)OCCCC[C@H](C)O3)cc1	2	0	-12	-2	-2	1	3
Cc1ccc(S(=O)(=O)N[C@@H]2CC[C@@H](CC(=O)NCc3ccccc3F)O[C@@H]2CO)cc1	-1	-5	-17	8	8	-6	-15
Cc1cccc(C(=O)NNC(=O)c2ccc(O)cc2)c1	1	-16	-3	4	-3	-3	6
CCOc1ccc(C(=O)COC(=O)C2COc3ccccc3O2)cc1 (stereo unspecified)	-1	-2	-2	0	-13	-3	-6
CC(C)OC(=O)CSc1nnc(-c2ccccn2)n1N	-4	-3	4	1	·	-1	1
COCC(=O)Nc1ccc2c(c1)[C@H]1C[C@H](CC(=O)N(C)C)O[C@H](CO)[C@H]1O2	-3	0	-3	-4	-4	?	1
CCNC(=O)C[C@@H]1CC[C@@H]2[C@H](COC[C@H](O)CN2C(=O)c2ccccn2)O1	4	-26	-1	-2	-2	1	-1
CC(=O)N1N=C2/C(=C/c3ccccc3)CCCC2C1c1ccccc1 (stereo unspecified)	0	9	18	0	11	-3	4
Oc1ccc(C(=S)N2CCN(Cc3ccccc3)CC2)cc1	5	8	3	0	6	1	5
N/C(CCS(=O)(=O)c1ccc(Cl)cc1)=N\OC(=O)c1ccc(Cl)cc1	0	18	1	-2	-2	0	·
O=C(CCNC(=O)c1ccccc1Cl)NCc1cccnc1	0	-4	-6	0	-7	4	8
COc1ccc2c3c(n(C)c2c1)[C@@H](CO)N(C(=O)c1cnccn1)CC31CN(C)C1	-6	-45	-9	-4	·	5	-3
O=C(Nc1ccccc1)c1nccn1Cc1ccc(F)cc1	2	-65	-47	-1	·	2	-15
CC1C=NC(S(=O)(=O)N2CC[C@@H]3[C@H](CO)N(C)c4ccc(-c5ccccc5F)cc4[C@@H]32)=N1 (stereo partly specified)	3	-3	-11	1	-1	-8	2
COc1cc(C(=O)NC2CCCc3ccccc32)ccc1OCC(=O)Nc1ccc(F)cc1 (stereo unspecified)	-2	12	10	-3	-18	10	1

# Only EWS-Fli inh (2 entries from above):
smiles | EWS-Fli inh
CCNC(=O)C[C@@H]1CC[C@@H]2[C@H](COC[C@H](O)CN2C(=O)c2ccccn2)O1 | -1
CC(=O)N1N=C2/C(=C/c3ccccc3)CCCC2C1c1ccccc1 (stereo unspecified) | 18

# (more compounds)
mol	CASP6 VEID inh	PAX8 inh HTS	EWS-Fli inh	SIRT5 block	ARNT-TACC3 inh	DENV2 CPE	LGR2 inh
Cc1ccc2c(c1)[C@H]1[C@H](CO2)[C@H](c2ccccc2)[C@]2(C)C(=O)Nc3ccc(Cl)cc3C(=O)N12	-5	13	8	16*	-1	7	·
C[C@@H]1CN([C@H](C)CO)C(=O)c2cccc(NC(=O)C3CCCCC3)c2O[C@H]1CN(C)C(=O)Nc1cccc2ccccc12	2	19	3	-1	-2	-1	-16
COc1cccc(CN2CCCC(C(=O)c3ccc4c(c3)OCO4)C2)c1O (stereo unspecified)	3	-5	9	-9	-3	·	-35
CC(C)C(NC(=O)c1ccccc1NC(=O)c1ccco1)C(=O)O (stereo unspecified)	1	·	·	·	-1	·	-9
Cc1ccc(S(=O)(=O)N(C)C[C@@H]2Oc3ccc(NS(=O)(=O)c4cn(C)cn4)cc3CC(=O)N([C@H](C)CO)C[C@@H]2C)cc1	·	1	-6	·	·	·	-16
O=C(Nc1ccc(S(=O)(=O)Nc2nccs2)cc1)c1cc(-c2ccccn2)nc2ccccc12	2	-2	4	·	·	-1	-20
O=C1[C@@H]2[C@@H]3C[C@@H]([C@H]4ON=C(c5ccc(Cl)cc5Cl)[C@@H]34)[C@@H]2C(=O)N1C1CCCCC1	4	3	-28	-2	-4	5	·
Cc1cccnc1CCNC(=O)CC1C(=O)NCCN1CC1CCCCC1 (stereo unspecified)	-8	8	6	5	·	5	4
O=C(NCC1CCCO1)c1cn(Cc2ccccc2Cl)nc1-c1ccccc1 (stereo unspecified)	0	3	-2	1	-1	-12	-10
CC(=O)c1ccc(NC(=O)CSc2nc3nc(C)cc(C)n3n2)cc1	0	-24	-15	-2	3	2	-18
CC(C)NC(=O)N(C)C[C@H]1OCCCC[C@@H](C)Oc2ccc(NC(=O)c3ccccc3)cc2C(=O)N([C@@H](C)CO)C[C@@H]1C	2	-3	·	3	-17	-6	-2
Cc1ccc(C)c2[nH]c(=O)c(CCNC(=O)Cc3cccs3)cc12	-6	-9	-8	-4	-11	-7	-21
C[C@@H]1CN([C@@H](C)CO)C(=O)Cc2cc(NC(=O)C3CCCCC3)ccc2O[C@H]1CN(C)C(=O)Nc1ccc(F)cc1	·	-20	-6	-3	·	-3	6
CCC(C)[C@H]1COCCS(=O)(=O)N1Cc1ccc(C)cc1 (stereo partly specified)	2	-21	-1	·	0	?	22
O=C(Cn1cnc2cc([N+](=O)[O-])ccc2c1=O)Nc1cccc(S(=O)(=O)N2CCCCC2)c1	4	20	1	-2	10	?	-3

# Single records (already shown). Screens in order: CASP6 VEID inh, PAX8 inh HTS, EWS-Fli inh, SIRT5 block, ARNT-TACC3 inh, DENV2 CPE, LGR2 inh
# Listed for CC(C)OC(=O)CSc1nnc(-c2ccccn2)n1N → -4, -3, 4, 1, ·, -1, 1
# Listed for Cc1cccc(C(=O)NNC(=O)c2ccc(O)cc2)c1 → 1, -16, -3, 4, -3, -3, 6

# (next part)
mol	CASP6 VEID inh	PAX8 inh HTS	EWS-Fli inh	SIRT5 block	ARNT-TACC3 inh	DENV2 CPE	LGR2 inh
Cn1c(=O)n(C)c2cc([N+](=O)[O-])c(N3CCN(C(=O)c4ccc(Cl)cc4)CC3)cc21	-4	·	21	-2	1	-3	0
COc1cccc(-c2ccc3n(c2=O)C[C@@H]2[C@@H](CO)[C@H](C(=O)N4CCOCC4)N[C@H]32)c1	-2	-10	-5	-17	-4	-7	-5
C[C@@H]1CN([C@@H](C)CO)C(=O)Cc2cc(NC(=O)C3CC3)ccc2O[C@@H]1CN(C)C	-2	-3	·	-3	-6	-2	0
CCOC(=O)[C@]12CCC=C1N(CCC1=CCCCC1)C(=O)[C@H](CC(=O)N1CCOCC1)C2	-3	3	0	-2	·	14	1
COc1ccc(-c2ccc([C@H]3[C@@H](C#N)N(C(=O)C4CCC4)[C@H]3CO)cc2)cc1	2	26	13	-6	11	1	1
Cc1nn(-c2ccccc2)c(C)c1C(=O)OCC(O)=C(C#N)c1nc2ccccc2[nH]1	2	5	-3	·	3	-1	·
COC(=O)Cc1ccc(NC(=S)NCC(C)C)cc1	-2	1	5	-5	-3	1	5
O=C(c1ccc(OC2CCN(Cc3ccccn3)CC2)cc1)N1CCCCO1	·	14	-2	-5	5	4	-29
CC(=O)Nc1ccc(C=NNC(=O)CCCC(=O)NN=Cc2ccc(NC(C)=O)cc2)cc1	2	7	-3	-2	-5	0	3
Cc1ccc2occ(C3NC(C(=O)O)CS3)c(=O)c2c1 (stereo unspecified)	·	-17	·	·	8	·	0
COc1cccc(C(=O)/C=C/Nc2ccc(S(=O)(=O)Nc3cnc4ccccc4n3)cc2)c1	·	-4	·	·	-10	·	-9
COc1ccc(C(=O)OCC(=O)Nc2cccc(C(C)=O)c2)c(OC)c1OC	1	16	6	0	-2	-4	-9
C[C@H]1CN([C@@H](C)CO)C(=O)c2cccc(NC(=O)c3ccc(-c4nccs4)cc3)c2O[C@@H]1CN(C)C(=O)Nc1ccccc1	0	·	-3	2	-4	-4	-2
C/C=C/c1ccc2c(c1)O[C@@H](CN(C)S(=O)(=O)c1ccc(F)cc1)[C@@H](C)CN([C@@H](C)CO)S2(=O)=O	0	8	-1	6	6	0	-14
Cc1ccc(S(=O)(=O)Nc2ccc3c(c2)CC(=O)N([C@H](C)CO)C[C@H](C)[C@H](CN(C)CC2CCCCC2)O3)cc1	2	·	46	4	4	10	·

# Following part.
SMILES	CASP6 VEID inh	PAX8 inh HTS	EWS-Fli inh	SIRT5 block	ARNT-TACC3 inh	DENV2 CPE	LGR2 inh
CC(=O)N1Cc2cc(N)ccc2Oc2ccccc21	2	4	-3	1	·	-1	35
CC(C)CCc1noc(CN2CCC(C(=O)N3CCOCC3)CC2)n1	2	7	0	-8	-4	5	5
COc1ccc(CN(C)C[C@H]2OCCCC[C@H](C)Oc3ccc(NC(=O)NC(C)C)cc3C(=O)N([C@H](C)CO)C[C@@H]2C)cc1	5	-13	3	8	27	-10	15
CC1(C)CC(=O)C(C=NCCN2CCN(C3CC(=O)N(c4ccc(Cl)c(Cl)c4)C3=O)CC2)=C(O)C1 (stereo unspecified)	1	3	5	-2	-2	-2	·
Cc1ccc(NS(=O)(=O)c2c(C)nc3sccn3c2=O)c(C)c1	3	1	-19	-1	-5	3	-14
O=C(NCCc1c[nH]c2ccccc12)c1ccc2c(c1)OCO2	2	-188	-71	-8	·	2	-98
Cc1ccsc1C(=O)N1CCCC(CCC(=O)NCc2ccccc2F)C1 (stereo unspecified)	·	-10	-9	1	-7	-2	21
Cc1ccccc1NC(=O)N1CCCC(c2nc(-c3ccc(C(C)C)cc3)no2)C1 (stereo unspecified)	-6	·	-22	-1	0	3	·
COc1cccc(-c2cnc3c(c2)C(=O)N([C@@H](C)CO)C[C@@H](C)[C@@H](CN(C)Cc2ccc(C(=O)O)cc2)O3)c1	·	-17	-14	·	·	2	2
O=C(CN1CCOCC1)NCC[C@@H]1CC[C@@H](NS(=O)(=O)c2ccc(Cl)cc2)[C@@H](CO)O1	3	-18	1	-1	-3	-9	-7
CC(=O)N1CCc2cc(S(=O)(=O)NCC(=O)NCc3ccccc3Cl)ccc21	-1	5	·	-1	7	-3	-14
CCCCn1nc2cc(C(=O)NCc3ccc(OC(F)(F)F)cc3)ccc2c1OC	·	-14	-3	·	2	-12	-1
CN(CCO)c1ccc2c(c1)OC[C@H](Cc1ccccc1)NS2(=O)=O	0	-4	-5	-7	·	-3	8
CO[C@H]1CN(C)C(=O)c2ccc(NC(=O)c3ccc4c(c3)OCO4)cc2OC[C@@H](C)N(CC2CC2)C[C@@H]1C	-1	16	1	·	2	17	-1
Cc1ccc(NC(=O)COC(=O)CSCC(=O)Nc2cc(C)on2)c(C)c1	2	-16	-3	-6	-1	-6	6
OCCN1CCN(C(=S)Nc2ccccc2)CC1	0	1	2	6	-3	·	-7
CCOC(=O)NC(=O)C(=CNc1ccc(C)cc1)C(=O)NC(=O)OCC	-4	4	-4	-2	-2	5	-11
CNC(=S)NNC(=O)c1sc2cc(C(F)(F)F)cnc2c1-c1ccccn1	-5	1	-2	0	7	-2	-1
COCCCNc1nnc(Cc2ccc(Cl)cc2)c(=O)[nH]1	-1	16	58*	1	-4	-1	16
COc1ccc(NC(=O)N2C[C@H](O)COC[C@@H]3O[C@H](CC(=O)NCc4ccncn4)CC[C@H]32)cc1	-1	8	-12	-3	-4	7	8

# Reprinted at random: 2 entries already listed.
SMILES	CASP6 VEID inh	PAX8 inh HTS	EWS-Fli inh	SIRT5 block	ARNT-TACC3 inh	DENV2 CPE	LGR2 inh
OCCN1CCN(C(=S)Nc2ccccc2)CC1	0	1	2	6	-3	·	-7
CCCCn1nc2cc(C(=O)NCc3ccc(OC(F)(F)F)cc3)ccc2c1OC	·	-14	-3	·	2	-12	-1

# SIRT5 block: hit marks shown above.
smiles,CASP6 VEID inh,SIRT5 block,ARNT-TACC3 inh,DENV2 CPE,LGR2 inh
Cc1ccc2c(c1)[C@H]1[C@H](CO2)[C@H](c2ccccc2)[C@]2(C)C(=O)Nc3ccc(Cl)cc3C(=O)N12,-5,16*,-1,7,·
